Source: PubChem
IDE act = boosts human insulin-degrading enzyme activity in HEK cells. FAbeta-B cleavage, fluorescence polarization; 0% vehicle, 100% cell-free pure enzyme wells. activation, % at 5.96 µM. 0.073% of 340,000 active. AID 493087;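 active = activation above the mean of all tested compounds plus 3 SD, set per screening campaign, cut at about 17% in these data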
Target sequence (P14735 whole entry, looked up): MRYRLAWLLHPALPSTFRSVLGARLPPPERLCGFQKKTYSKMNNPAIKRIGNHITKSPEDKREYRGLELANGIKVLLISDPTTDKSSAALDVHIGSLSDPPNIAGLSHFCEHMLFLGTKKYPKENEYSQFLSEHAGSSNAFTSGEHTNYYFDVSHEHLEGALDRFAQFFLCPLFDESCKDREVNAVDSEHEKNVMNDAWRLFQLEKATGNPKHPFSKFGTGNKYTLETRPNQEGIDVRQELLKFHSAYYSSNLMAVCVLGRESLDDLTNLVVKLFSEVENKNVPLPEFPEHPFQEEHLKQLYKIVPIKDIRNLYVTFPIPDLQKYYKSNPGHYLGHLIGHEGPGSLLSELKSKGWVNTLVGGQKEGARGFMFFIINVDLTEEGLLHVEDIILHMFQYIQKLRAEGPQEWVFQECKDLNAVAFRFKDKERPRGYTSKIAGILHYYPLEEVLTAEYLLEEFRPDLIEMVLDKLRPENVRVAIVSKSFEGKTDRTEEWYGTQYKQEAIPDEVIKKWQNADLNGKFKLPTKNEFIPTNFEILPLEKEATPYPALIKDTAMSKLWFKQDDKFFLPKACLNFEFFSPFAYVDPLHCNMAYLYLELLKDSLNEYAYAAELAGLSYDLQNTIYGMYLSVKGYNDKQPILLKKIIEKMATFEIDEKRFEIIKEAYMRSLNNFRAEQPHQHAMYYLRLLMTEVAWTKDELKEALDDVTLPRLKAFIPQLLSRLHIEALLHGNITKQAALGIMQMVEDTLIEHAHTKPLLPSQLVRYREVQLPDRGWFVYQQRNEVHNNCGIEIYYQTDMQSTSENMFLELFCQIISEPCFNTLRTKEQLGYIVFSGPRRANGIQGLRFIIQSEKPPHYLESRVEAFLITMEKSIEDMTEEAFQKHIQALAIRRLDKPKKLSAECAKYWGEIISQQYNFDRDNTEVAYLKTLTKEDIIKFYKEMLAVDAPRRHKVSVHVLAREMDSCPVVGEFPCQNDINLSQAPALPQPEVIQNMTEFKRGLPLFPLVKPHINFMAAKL
IDE inh = inhibitors of human insulin-degrading enzyme in cells | inhibition, % at 5.59 µM | HEK cells, FAbetaB cleavage, fluorescence polarization | 0.41% of 320,000 active | P14735;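 active = percent inhibition above the average of all tested compounds plus 3 SD, set per screening campaign, cut at about 16% in these data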;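 also: IDE supplied by intact live HEK cells; FP after avidin binding of uncleaved biotin substrate so inhibition keeps polarization high; 0% = DMSO wells and 100% = 60 µM reference IDE inhibitor Ii1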
NALP1 inh = inhibitors of NALP1 inflammasome in yeast; 0.61% of 280,000 active; inhibition, % at 10 µM; S. cerevisiae NALP1/ASC/caspase-1 growth, X-gal OD620, 72 h; in the data active = inhibition mostly above about 24%, no sharp cut-off; inactive = mostly below about 32%; also: some compounds called inactive have numbers as strong as hits
PHOSPHO1 inh = blocks human PHOSPHO1 phosphatase activity. 1.1% of 290,000 active. Q8TCT1. inhibition, % at 13.3 µM. AID 1565. recombinant PHOSPHO1, absorbance phosphatase assay; in the data active = inhibition above about 60%
pCIP destab = p/CIP protein destabilization. Q05BA5. F442A p/CIP-EGFP cells, EGFP fluorescence, 16 h. decrease of EGFP signal, % at 10 µM. 0.01% of 290,000 active;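 active = EGFP signal decrease of at least 30% at 10 µM or well 3 SD below plate mean, unless failing retest; inactive = the rest, including hits failing retest or dose response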; also: some compounds called inactive have numbers as strong as hits; many of its hits are not listed in these tables
M18AAP inhibitor = PfM18AAP enzyme inhibition. recombinant PfM18AAP, H-Glu-NHMec fluorogenic cleavage. 1.2% of 290,000 active. inhibition, % at 7.35 µM;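 active = inhibition above the campaign mean inhibition over all tested compounds plus 3 SD, cut at about 28% in these data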;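 also: 0% = plate median of test compound wells and 100% = 2 mM ZnCl2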
VIM-2 inh = blocks Pseudomonas aeruginosa VIM-2 metallo-beta-lactamase; purified VIM-2, nitrocefin hydrolysis, epi-absorbance fluorescence; inhibition, % at 5.6 µM; 0.89% of 290,000 active;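 active = inhibition above the mean of all tested compounds plus 3 SD, cutoff set per screening run, cut at about 7.5% in these data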;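 also: red hydrolysis product quenches plate fluorescence so inhibitors raise well fluorescence; 0% = enzyme with DMSO and 100% = DMSO without enzyme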
IMP-1 inhibitor = inhibitors of Pseudomonas aeruginosa IMP-1 metallo-beta-lactamase. purified IMP-1, nitrocefin hydrolysis, epi-absorbance fluorescence. inhibition, % at 5.6 µM. 0.45% of 290,000 active. AID 1556;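 active = inhibition above the mean plus 3 SD of all compounds in the same screening run, cut at about 4.5% in these data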;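 also: 0% = IMP-1 with DMSO and 100% = DMSO wells lacking enzyme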
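Test system: recombinant IMP-1 enzyme, purified / Medium: HEPES buffer pH 7.1 with ZnSO4 and Brij 35 / Doses: single dose, 5.6 µM / Times: 25 °C, 15 min preincubation, 25 min reaction / Detection: Epi-absorbance via hydrolysed-nitrocefin quenching of white-plate fluorescence, 480/530 nm, EDTA stop / Evaluation: percent inhibition from optical density relative to buffer-blank wells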
GPR7 antag = human neuropeptides B/W receptor 1 antagonism; GPR7-expressing cells, fluorescence antagonist assay; AID 1861; inhibition, % at 4.4 µM; 1.1% of 290,000 active; in the data active = inhibition above about 16%, passing the limit was not always enough;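 also: cells stimulated with the agonist NPW; 0% = agonist with vehicle and 100% = vehicle without agonist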
Numbers without * were called inactive; . = not tested or not shown.

SMILES | IDE act | IDE inh | NALP1 inh | PHOSPHO1 inh | pCIP destab | M18AAP inhibitor | VIM-2 inh | IMP-1 inhibitor | GPR7 antag
COc1ccc(-c2ccc(=O)n(Cc3cccc(Cl)c3)n2)cc1 | 3 | -1 | -22 | 34 | -8 | 0 | 0.7 | 0.1 | 30
CCC(=O)N1CCc2cc(S(=O)(=O)N3CCN(c4ccccc4Cl)CC3)ccc21 | 3 | -4 | 6 | 34 | -6 | -8 | -0.2 | -1.8 | 0
CCc1nc2c(sc3nc4c(cc32)COC(C)(C)C4)c(=O)n1Cc1ccccc1 | 1 | -2 | 29 | 31 | 12 | -4 | -4.0 | -6.0 | -6
O=S(=O)(c1cc(C(F)(F)F)ccc1Cl)N1CCN(c2ccccn2)CC1 | -2 | 6 | -1 | 20 | 4 | -1 | -2.5 | -3.7 | -7
O=C(NCc1ccco1)c1cc(-c2ccc3c(c2)OCO3)on1 | 6 | 5 | 10 | -4 | -6 | 2 | -1.6 | -0.6 | -5
COC(=O)c1c(NC(=O)CCS(=O)(=O)c2ccccc2)sc2c1CCN(C)C2 | 2 | 5 | 3 | 53 | -4 | 1 | -2.2 | -1.1 | -10
O=C(NC(=S)Nc1ccc(Cl)cn1)C(c1ccccc1)c1ccccc1 | 0 | -1 | 5 | 23 | -11 | -11 | -4.6 | -2.6 | -16
COc1ccc(OC)c(NC(=O)N2CCCC(C(=O)c3ccccc3OC)C2)c1 (stereo not drawn) | 4 | 0 | -3 | 19 | -16 | 4 | -4.6 | -3.2 | -7
O=S1(=O)N=C2CCCCCN2C(c2ccccc2)N1 (stereo not drawn) | 7 | -2 | 3 | 47 | -2 | -2 | -1.9 | -2.1 | -3
NS(=O)(=O)c1ccc(NC=C2C(=O)OC3(CCCCC3)OC2=O)cc1 | 3 | 2 | -7 | 30 | -14 | -11 | -2.2 | -3.0 | 1
Clc1ccc(CNC2CCCC2)cc1 | 1 | 4 | 6 | 26 | -6 | 1 | -3.9 | -3.2 | -3
COc1cc([N+](=O)[O-])ccc1-c1ccc(/C=N/NC(N)=O)o1 | 3 | 3 | . | 30 | -29 | 44* | -3.4 | -2.1 | -9
Cc1ccc(C(=O)CC2(O)C(=O)N(C)c3ccccc32)o1 (stereo not drawn) | 6 | 2 | -16 | 22 | -14 | -12 | -3.4 | -3.5 | -5
Cc1nc2ccccc2c(=O)n1CCc1ccccc1 | -3 | 6 | 4 | . | -3 | 10 | -2.8 | -1.7 | 0
O=C(C1CCC1)N1CCc2cc(S(=O)(=O)NCC3COc4ccccc4O3)ccc21 (stereo not drawn) | -1 | 1 | 3 | -3 | -1 | 5 | 0.4 | 1.2 | 19
O=C(CCNC(=O)c1ccccc1)Oc1ccc([N+](=O)[O-])cc1 | -2 | 5 | 7 | -5 | 8 | 6 | -1.9 | -1.1 | -1
COCCC(=O)N1CCC(Oc2ccc(C(=O)NCc3nccn3C)cc2)CC1 | 2 | 2 | 0 | 34 | 9 | 6 | 4.3 | -2.9 | 0
NC(=O)c1ccc(Oc2ccc(-c3nnco3)cc2)c([N+](=O)[O-])c1 | 2 | -3 | 14 | 36 | -6 | 3 | 0.5 | -1.5 | 5
O=C(O)C1CC=CCC1C(=O)N1CCN(c2nc(-c3ccccc3)c3ccccc3n2)CC1 (stereo not drawn) | 2 | 2 | 5 | 18 | 9 | -3 | 3.0 | -3.7 | 4
O=[N+]([O-])c1ccc(N2CCN(Cc3ccc4c(c3)OCO4)CC2)nc1 | -2 | 4 | 19 | 8 | 2 | 7 | 1.9 | 1.3 | 12
COc1ccccc1NC(=O)C(=O)NNC(=O)COc1ccc2ccccc2c1 | 2 | -5 | -6 | 28 | -7 | -1 | -3.0 | -3.1 | -7
CCc1cccc(C)c1N(C(=O)Cn1c(CO)nc2ccccc21)C(C)COC (stereo not drawn) | 0 | -5 | -14 | -12 | -1 | 9 | -3.5 | -1.9 | -5
COC(=O)c1ccc(S(=O)(=O)N2C3CCC2CC(NC(=O)C2CC2)C3)cc1 (stereo not drawn) | -2 | 3 | 5 | 9 | -2 | 1 | -1.5 | -2.3 | -3
Cc1cccc(NC(=S)NNC(=O)CC(C)O)c1C (stereo not drawn) | 3 | -1 | -9 | 22 | -1 | 2 | -3.5 | -3.1 | -11
Cc1cccc(/C=C2\Sc3ccc(C(=O)N4CCC(C)CC4)cc3N(C)C2=O)c1 | -13 | 6 | 7 | 19 | -4 | 4 | -2.3 | -2.8 | -9

Some of these compounds in order of length of the SMILES, falling:
SMILES | IDE act | IDE inh | NALP1 inh | PHOSPHO1 inh | pCIP destab | M18AAP inhibitor | VIM-2 inh | IMP-1 inhibitor | GPR7 antag
NC(=O)c1ccc(Oc2ccc(-c3nnco3)cc2)c([N+](=O)[O-])c1 | 2 | -3 | 14 | 36 | -6 | 3 | 0.5 | -1.5 | 5
COc1ccc(-c2ccc(=O)n(Cc3cccc(Cl)c3)n2)cc1 | 3 | -1 | -22 | 34 | -8 | 0 | 0.7 | 0.1 | 30
O=S1(=O)N=C2CCCCCN2C(c2ccccc2)N1 (stereo not drawn) | 7 | -2 | 3 | 47 | -2 | -2 | -1.9 | -2.1 | -3

Random excerpt: 2 records from the list, in no set order.
SMILES | IDE act | IDE inh | NALP1 inh | PHOSPHO1 inh | pCIP destab | M18AAP inhibitor | VIM-2 inh | IMP-1 inhibitor | GPR7 antag
Cc1ccc(C(=O)CC2(O)C(=O)N(C)c3ccccc32)o1 (stereo not drawn) | 6 | 2 | -16 | 22 | -14 | -12 | -3.4 | -3.5 | -5
COc1ccc(-c2ccc(=O)n(Cc3cccc(Cl)c3)n2)cc1 | 3 | -1 | -22 | 34 | -8 | 0 | 0.7 | 0.1 | 30

Single records, from the list above. Screens in order: IDE act, IDE inh, NALP1 inh, PHOSPHO1 inh, pCIP destab, M18AAP inhibitor, VIM-2 inh, IMP-1 inhibitor, GPR7 antag
COC(=O)c1c(NC(=O)CCS(=O)(=O)c2ccccc2)sc2c1CCN(C)C2 is listed as 2, 5, 3, 53, -4, 1, -2.2, -1.1, -10
CCc1cccc(C)c1N(C(=O)Cn1c(CO)nc2ccccc21)C(C)COC (stereo not drawn) is listed as 0, -5, -14, -12, -1, 9, -3.5, -1.9, -5

Next results
Structure | IDE act | IDE inh | NALP1 inh | PHOSPHO1 inh | pCIP destab | M18AAP inhibitor | VIM-2 inh | IMP-1 inhibitor | GPR7 antag
O=C(Nc1cccnc1)c1ccc(F)c(S(=O)(=O)N2CCOCC2)c1 | 5 | -3 | 18 | 47 | -12 | 1 | -0.8 | 1.2 | 10
COC(=O)c1scc(C)c1NC(=O)Nc1ccccc1 | -3 | 6 | 24 | 10 | -9 | -17 | 0.1 | -1.1 | -3
COc1cc(C(=O)N(C)C2CCCCC2)ccc1OC1CCN(C(C)=O)CC1 | 5 | 6 | 14 | 3 | 0 | 2 | 1.3 | -1.6 | -1
O=C(Nc1ccc(S(=O)(=O)NC2=NCCCCC2)cc1)c1ccccc1Cl | 0 | -6 | 2 | 12 | -5 | -1 | -0.9 | -3.0 | -8
CCOC(=O)C1C(c2ccccc2)C(C(=O)OCC)S(=O)(=O)C(CCN(CC)CC)S1(=O)=O (stereo not drawn) | -2 | 3 | 13 | 37 | -13 | 2 | 0.1 | -0.5 | -2
COc1ccc(C)cc1-n1c(N)c(C#N)c(C#N)c1-c1ccc(OC)c(OC)c1OC | 5 | -4 | 8 | 0 | -5 | 2 | -4.3 | -2.4 | -13
O=C(c1cccc(C(F)(F)F)c1)N1CCN(CCc2ccccc2)CC1 | 1 | -4 | 18 | 6 | -9 | 3 | 0.5 | -3.1 | 13
O=C1[C@@H]2CSCN2C(=O)CN1Cc1ccccc1F | -3 | -1 | 12 | . | -1 | 4 | -2.1 | -2.9 | -3
O=C(O)CC(c1ccc(C(F)(F)F)cc1)N1Cc2ccccc2C1=O (stereo not drawn) | 2 | 1 | 6 | 24 | -1 | 6 | -2.0 | -2.6 | -1
Cc1ccc(O)c(NC(=O)c2cc(-c3ccccc3)on2)c1 | -2 | -3 | 0 | 24 | -9 | -6 | -1.4 | -1.9 | -15
CCc1ccc(NC(=O)Cc2ccc(NC3=NC4CS(=O)(=O)CC4S3)cc2)cc1 (stereo not drawn) | -14 | 8 | 7 | 33 | -6 | 1 | -4.7 | -4.2 | 1
C#CCOc1nc(OCC#C)nc(OCC#C)n1 | 0 | 7 | -6 | 4 | -5 | 5 | -0.3 | -1.3 | 0
Cc1ccc(NS(=O)(=O)c2ccc3c(c2)n(C)c(=O)n3C)cc1 | -3 | -3 | 7 | 33 | -13 | 3 | -2.2 | -2.6 | -13
CCc1c(C)nc2c(-c3ccccc3)c(-c3ccccc3)[nH]n2c1=O | 1 | -2 | 13 | 1 | -4 | 1 | -1.6 | -2.9 | -13
O=[N+]([O-])c1ccc(C=Nc2ccc(Cl)cc2Cl)s1 | -6 | 0 | -8 | 22 | -15 | -1 | -0.8 | -1.5 | -9
COC(=O)c1cc(CNC(=O)CCCSc2ccccc2)ccc1OC | 0 | . | -10 | 18 | -10 | -2 | -3.4 | -4.2 | -10
COc1ccc(-c2nc3cc(NC(=O)Cc4ccc(OC)c(OC)c4)ccc3o2)cc1 | 6 | -1 | 19 | -17 | -11 | 0 | 1.2 | -2.8 | -9
CSc1ncccc1C(=O)NCCc1ccccc1F | 3 | 3 | 13 | 33 | -3 | -2 | -0.4 | -2.4 | 0
Cc1ccc(S(=O)(=O)N2CCC(=O)N(CCOCc3ccccc3)CC2)cc1 | -8 | 9 | 11 | -14 | -7 | -8 | -3.7 | -4.0 | 20
CCOc1ccc(NC(=S)Nc2ccc3nsnc3c2)cc1 | -3 | 6 | 22 | 5 | 0 | 14 | 0.6 | -4.0 | 11
COC(=O)c1cc(=O)n2c(sc3ccccc32)c1C#N | 10 | 2 | 21 | 25 | -19 | -15 | 0.7 | -2.9 | -5
O=C(CCN1C(=O)[C@@H]2Cc3ccccc3CN2C1=O)NCc1ccccc1 | -3 | -8 | 13 | 28 | -1 | -5 | -2.4 | -1.7 | -9
CCOC(=O)CNC(=O)CNC(=O)Cn1ccc2ccccc2c1=O | 5 | 3 | 40* | 14 | -3 | -4 | -0.4 | -2.8 | -6
O=C(NCc1cccs1)C1CC(c2ccc(Cl)c(Cl)c2)=NO1 (stereo not drawn) | -6 | -2 | -5 | 24 | -4 | 12 | -0.9 | -0.4 | 4
CN1C(=O)NC(c2ccccc2Cl)C2=C1CC(C)(C)CC2=O (stereo not drawn) | -2 | 2 | 22 | 31 | -17 | -11 | -4.2 | -2.5 | 6
CO/N=C/C(C#N)=C/c1ccc(OC)c(OC)c1 | 0 | -2 | 27 | -1 | -7 | -3 | -5.8 | -4.3 | -3
CCCCCCc1cc2cc(C(=O)NC)c(=N)oc2cc1O | 0 | 3 | 26 | 19 | -5 | -18 | 0.6 | 0.8 | -7
COC(=O)c1cc(Cl)cc2c(C)c(C3(O)CCCCC3)[nH]c12 | 0 | 2 | 25 | -7 | -1 | 16 | -0.2 | -3.4 | -9
